CaV13 FRET inh: Primary screen for inhibitors of IQ motif and Ca2+-dependent inactivation inhibitor domain binding in CACNA1D, Förster resonance energy transfer in living cells, …; 340,000 compounds, 0.098% hits; inhibition, % at 12.3 µM; AID 743397; HEK cells, CFP/YFP FRET ICDI-IQ, plate reader, 10 min; percent FRET-ratio fall versus neutral wells;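 active = mean replicate inhibition of at least 30% and at least 1% of replicates passing that level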;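 note: 0% = median of the neutral control wells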
Peg3 promoter: inhibitors of Peg3 promoter | inhibition, % at 20 µM | 360,000 compounds, 1.7% hits | HeLa PEG-Prom luciferase reporter, luminescence, overnight;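 active = inhibition of at least 50% at 20 µM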
MITF TRPM1 inh: inhibitors of MITF-driven TRPM1 promoter in melanoma cells. 330,000 compounds, 0.83% hits. AID 488899. inhibition, % at 12.5 µM. SK-MEL-5 TRPM1 promoter luciferase, 24 h;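 active = mean inhibition across replicates of 60% or more, whatever share of single replicates reaches that level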; note: values of inactives mirror those of a sister screen read the other way
H9c2 protect: protects H9c2 cardiomyocytes from peroxide injury; H2O2 injury protection, ATPLite, 2 h; protection from H2O2 cell death, % at 20 µM; 360,000 compounds, 0.63% hits; AID 588492;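 active = compounds giving at least 50% protection of heart cells from peroxide-induced death in the single-dose screen, raw or plate-pattern-corrected value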;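 note: 0% = DMSO wells with peroxide and 100% = DMSO wells without peroxide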
m5-HT2A agonist: agonists of mouse serotonin 5-HT2A receptor (HTR2A). P35363. CHO-K1 mHTR2A beta-arrestin complementation, luminescence; percent of 30 µM serotonin response. activation, % at 7.6 µM. 360,000 compounds, 0.66% hits. AID 624169;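 active = activation above a run cutoff, the mean activation of all tested compounds plus 3 SD, cut at about 14% in these data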;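 note: 0% = plate median of compound wells and 100% = 30 µM serotonin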
Target sequence (P35363 whole entry, looked up): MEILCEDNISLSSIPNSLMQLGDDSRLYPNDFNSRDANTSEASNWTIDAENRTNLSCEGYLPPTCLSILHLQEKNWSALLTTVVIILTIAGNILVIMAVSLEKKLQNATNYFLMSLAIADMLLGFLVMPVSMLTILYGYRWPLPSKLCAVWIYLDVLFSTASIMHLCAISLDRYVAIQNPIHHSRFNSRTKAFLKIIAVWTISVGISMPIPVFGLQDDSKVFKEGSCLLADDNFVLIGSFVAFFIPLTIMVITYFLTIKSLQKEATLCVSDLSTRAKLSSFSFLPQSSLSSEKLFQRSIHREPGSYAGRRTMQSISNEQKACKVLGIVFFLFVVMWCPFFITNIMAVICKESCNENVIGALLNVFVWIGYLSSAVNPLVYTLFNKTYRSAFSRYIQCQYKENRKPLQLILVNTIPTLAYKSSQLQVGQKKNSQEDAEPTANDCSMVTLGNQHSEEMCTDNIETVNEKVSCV
HIF-2a inh: blocks HIF-2a reporter activity. 786-0 RCC cells HIF-2a reporter, luciferase luminescence, overnight. inhibition, % at 18.8 µM. 360,000 compounds, 0.72% hits. AID 624352;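 active = inhibition of the luminescence signal of 40% or more relative to plate controls, in a single-dose primary screen at 18.75 µM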
iPSC survival up: hiPSC single-cell survival enhancement; ATPlite luminescence; 100% = ROCK inhibitor wells, 0% = DMSO; survival enhancement, % at 20 µM; 360,000 compounds, 0.044% hits; in the data active = survival enhancement above about 18%;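 note: cells exposed to compounds for 16 hours before the ATP read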
NR2E3 ag-1: activates human photoreceptor nuclear receptor NR2E3; Q9Y5X4; GST-NR2E3/biotin-RetCOR TR-FRET, 1536-well; inhibition of corepressor binding, % at 4.78 µM; 320,000 compounds, 0.12% hits; AID 2300;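 active = percent inhibition above the cutoff of mean plus 3 SD of all tested compounds, set per screening campaign, cut at about 20% in these data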;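 note: 0% = DMSO wells and 100% = biotin wells as full block of FRET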
Target sequence (Q9Y5X4 whole entry, looked up): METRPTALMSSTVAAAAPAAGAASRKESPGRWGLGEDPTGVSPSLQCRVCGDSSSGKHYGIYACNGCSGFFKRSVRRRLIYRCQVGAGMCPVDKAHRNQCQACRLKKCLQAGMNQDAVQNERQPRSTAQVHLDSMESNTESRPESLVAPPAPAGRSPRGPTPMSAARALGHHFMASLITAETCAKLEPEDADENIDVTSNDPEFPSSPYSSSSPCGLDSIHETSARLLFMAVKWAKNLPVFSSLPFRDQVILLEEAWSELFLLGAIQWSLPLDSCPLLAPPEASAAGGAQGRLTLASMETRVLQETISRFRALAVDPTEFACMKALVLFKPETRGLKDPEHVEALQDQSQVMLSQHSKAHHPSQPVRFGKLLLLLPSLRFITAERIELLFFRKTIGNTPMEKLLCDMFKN
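Material: NR2E3–RetCOR corepressor complex / Amount: 1.35 nM GST-NR2E3 / Medium: Tris pH 7.5 / Compound: single nominal compound dose of 4.8 µM / Incubation: 5 h at 4 °C / Technique: TR-FRET, Eu(K)-anti-GST donor, streptavidin-D2 acceptor, ex 340, em 617/671 nm / Read-out basis: percent loss of FRET ratio relative to control wells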
Shn3 inh set2: Schnurri-3 reporter inhibition in Clone20 osteoblasts; Clone20 osteoblast Shn3 3'UTR firefly luciferase, 24 h; inhibition, % at 12.5 µM; 360,000 compounds, 0.52% hits; AID 588674;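 active = mean inhibition of at least 75% with every replicate also reaching 75%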;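 note: 0% = median of neutral control wells and 100% = pilot-screen positive control compound; some compounds past the cut are filed as inactive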
NR2E3 ag-2: human photoreceptor-specific nuclear receptor agonism. Q9Y5X4. CHO-S Gal4-NCOR/VP16-NR2E3 two-hybrid, luciferase. inhibition of corepressor binding, % at 3.98 µM. 360,000 compounds, 0.35% hits. AID 602229;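 active = inhibition above the mean of all tested compounds plus 3 SD, cut at about 70% in these data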;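 note: 0% = DMSO with NR2E3 transfected cells and 100% = cells lacking NR2E3 construct; higher means lower luciferase signal from less NR2E3 corepressor binding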
PDI inh: PDI (human) enzyme inhibition; P07237; PDI insulin aggregation turbidity, A650, 90 min; inhibition, % at 10 µM; 350,000 compounds, 0.052% hits; AID 588391;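 active = mean inhibition across replicates of 30% or more, whatever share of single replicates reach that level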;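 note: absorbance from insulin aggregation driven by PDI reduction with DTT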
* hit, by the source's call; . = not tested or not shown. Some of the compounds tested (hit frequency here may not be typical).

Every second line gives: CaV13 FRET inh | Peg3 promoter | MITF TRPM1 inh | H9c2 protect | m5-HT2A agonist | HIF-2a inh | iPSC survival up | NR2E3 ag-1 | Shn3 inh set2 | NR2E3 ag-2 | PDI inh
> O=c1c2ccccc2nc(CN2CCOCC2)n1-c1ccccc1F
 : . | 15 | -8 | 4 | 3 | 21 | 2.0 | 6 | 6 | -10 | -3
> O=C(Nc1ccccc1)OC1CN=C(N[N+](=O)[O-])NC1 (stereo not drawn)
 : -7 | -3 | -2 | 7 | 1 | 11 | 1.8 | 5 | -18 | 14 | -6
> CC(Cc1cccs1)NCc1ccccc1 (stereo not drawn)
 : -2 | 3 | 16 | -2 | 0 | 20 | -0.1 | 5 | 5 | -9 | -1
> CC1=CC(=C2C(=O)NC(=S)NC2=O)C=C(C(F)(F)F)N1Cc1ccccc1
 : -3 | 0 | 21 | -6 | 0 | 19 | -0.1 | -2 | 38 | -9 | 0
> C=CCn1c(O)c(C(C)=O)c(=O)[nH]c1=O (tested in a mixture with another compound)
 : -6 | 3 | 0 | -3 | -2 | 21 | -0.2 | 4 | -5 | -5 | -1
> CC1=NN(Cc2c[nH]c3ccccc23)C(C)(C)C1
 : -5 | 6 | 24 | 1 | 5 | 11 | 0.9 | -6 | -3 | 6 | -11
> O=C1NCN(c2ccccc2)C12CCN(C(c1cccc3ccccc13)c1nnnn1C1CCCCC1)CC2 (stereo not drawn)
 : -9 | 39 | . | -10 | -1 | 9 | -0.7 | . | -13 | 11 | .
> CN(C)C(=O)Oc1ccc([N+](=O)[O-])cc1
 : 2 | 13 | -3 | 4 | 2 | 9 | 1.7 | -1 | 11 | -14 | -2
> O=C(COc1ccc2ccccc2c1)N1CCN(Cc2ccncc2)CC1
 : 0 | 16 | 7 | 4 | -2 | 10 | -2.2 | 1 | 5 | -20 | 0
> COc1cccc(-n2c(/C=C/c3ccc(O)c(O)c3)nc3ccccc3c2=O)c1
 : -10 | 36 | 10 | 72* | -5 | 21 | -1.2 | 6 | 0 | -15 | -5

Structural class, the compounds so far with an NH in an aromatic ring
Every second line gives: CaV13 FRET inh | Peg3 promoter | MITF TRPM1 inh | H9c2 protect | m5-HT2A agonist | HIF-2a inh | iPSC survival up | NR2E3 ag-1 | Shn3 inh set2 | NR2E3 ag-2 | PDI inh
> C=CCn1c(O)c(C(C)=O)c(=O)[nH]c1=O (tested in a mixture with another compound)
 : -6 | 3 | 0 | -3 | -2 | 21 | -0.2 | 4 | -5 | -5 | -1
> CC1=NN(Cc2c[nH]c3ccccc23)C(C)(C)C1
 : -5 | 6 | 24 | 1 | 5 | 11 | 0.9 | -6 | -3 | 6 | -11

New compounds follow:
Every second line gives: CaV13 FRET inh | Peg3 promoter | MITF TRPM1 inh | H9c2 protect | m5-HT2A agonist | HIF-2a inh | iPSC survival up | NR2E3 ag-1 | Shn3 inh set2 | NR2E3 ag-2 | PDI inh
> CC(C)NS(=O)(=O)c1ccc(OCC(=O)N2CCN(Cc3ccccc3)CC2)c(Cl)c1
 : -2 | 2 | -2 | 0 | 6 | 15 | 5.8 | -1 | 25 | -14 | 8
> CCOP(=O)(OCC)c1cc(CC)ccc1O
 : -2 | 12 | -13 | -14 | 1 | 20 | 0.0 | -1 | 17 | -17 | 3
> O=C(C1c2ccccc2C(=O)N2CCc3ccccc3C12)N1CCC2(CC1)OCCO2 (stereo not drawn)
 : -5 | 4 | 2 | 2 | 0 | 14 | -1.1 | 4 | 4 | -6 | 11
> NP(=O)(Oc1ccc(Cl)cc1)Oc1ccc(Cl)cc1
 : -7 | 4 | 5 | -5 | 6 | 13 | 1.2 | 0 | -4 | 12 | -2
> CSc1ccc(C(=O)C(C)(C)N2CCOCC2)cc1
 : -5 | 3 | 1 | -6 | 2 | 13 | -0.9 | 2 | -5 | -10 | -4
> COC(=O)NC(=S)Nc1ccccc1NC(=S)NC(=O)OC
 : -5 | 8 | -16 | -1 | 1 | 9 | 4.3 | . | -8 | -42 | -13
> O=C(c1ccc2c(c1)N(Cc1ccccc1)CCS2)N1CCC2(CC1)OCCO2
 : -3 | 21 | 3 | 0 | 4 | -6 | -0.3 | 1 | 3 | 21 | -5
> Cc1cc(C=C2C(=O)N(C)C(=S)N(C)C2=O)c(C)n1C1CCCC1
 : -5 | -27 | -2 | -5 | 1 | -66 | 0.4 | 3 | 8 | -11 | -13
> Cc1nn(Cc2ccccc2Cl)c(Cl)c1C(=O)OC(C(=O)NC(N)=O)C(C)C (stereo not drawn)
 : -5 | 13 | -9 | -4 | -1 | 19 | 0.3 | 2 | 5 | -27 | -3
> Nc1ccc(CCN2CCN(c3cccc(C(F)(F)F)c3)CC2)cc1
 : -5 | -23 | 2 | -12 | -4 | -63 | -2.0 | 2 | 1 | -26 | 2
> Cc1cc(C(=O)NP(=O)(N2CCOCC2)N2CCOCC2)c(C)n1C1CC1
 : 1 | 13 | 7 | -2 | 7 | 11 | 0.2 | 4 | -9 | -4 | -12
> COc1ccc(F)cc1C(=O)C1CCCN(Cc2ccc(O)cc2)C1 (stereo not drawn)
 : -2 | 0 | 14 | 7 | 8 | 23 | -0.7 | 3 | 17 | -6 | 0
> Clc1ccc(N2CCN(Cc3ccccc3Cl)CC2)cc1
 : -6 | 43 | -13 | -11 | 10 | -6 | -1.0 | 1 | -5 | -1 | -1
> COP(=O)(OC)C(NS(=O)(=O)c1ccccc1)C(Cl)(Cl)Cl (stereo not drawn)
 : 2 | 19 | -8 | 20 | -4 | 17 | 1.2 | -5 | -10 | 2 | -10
> O=C1CCC2(O)C3Cc4ccc(O)c5c4C2(CCN3Cc2ccoc2)C1O5 (stereo not drawn)
 : -6 | -7 | . | 9 | 7 | -2 | 0.0 | . | -8 | -11 | -1
> CCCn1nc2ccccc2c1P(=O)(N1CCOCC1)N1CCOCC1
 : -4 | 23 | 0 | 0 | 1 | -28 | 1.9 | 4 | -2 | 21 | -1
> O=C(NCC1=C(c2cccc3ccccc23)C[C@@H]2CC[C@H]1N2Cc1ccco1)c1cccs1
 : -11 | 26 | . | 16 | -8 | 4 | -1.9 | . | 29 | -45 | 8
> CN1CCN(c2ccc(N)cc2)CC1
 : -6 | -15 | 0 | -1 | -1 | 12 | -1.4 | 9 | 1 | -31 | -4
> COc1ccc(C)cc1NC(=O)c1c(C)nn(Cc2ccccc2)c1Cl
 : 11 | 1 | 5 | -4 | 5 | 3 | -0.5 | -4 | 14 | -10 | 2
> CCN(CC)C(=O)c1ccc(NC(=O)c2cn(-c3ccccc3)nc2-c2ccc(OC)cc2)cc1
 : -3 | 18 | -6 | 23 | 9 | -13 | -0.2 | 5 | 35 | -13 | 0
> CCOC(=O)[C@]12Cc3cc4ccccc4cc3[C@H]1N(Cc1ccccc1)C(=O)c1cc(OC)ccc12
 : -7 | . | . | . | -7 | 25 | -1.7 | . | . | -53 | .
> CCNC(=O)NC(=O)C(C)OC(=O)c1c(C)nn(Cc2ccccc2Cl)c1Cl (stereo not drawn)
 : -4 | 22 | -3 | -14 | -1 | 15 | -1.2 | 3 | 3 | -16 | 12
> O=c1c2ccccc2nc(-c2ccccc2)n1-c1cccnc1
 : -5 | 27 | 10 | 9 | -2 | 9 | -1.0 | 0 | -7 | -9 | -9
> CCC(C)N1CCN(C(=O)COc2ccc3ccccc3c2)CC1 (stereo not drawn)
 : -3 | -6 | 10 | -2 | -7 | -7 | 0.9 | -4 | 9 | -14 | 3
> CCC(=O)CC(c1ccccc1)c1c(O)c2ccccc2sc1=O (stereo not drawn)
 : -3 | 6 | 9 | 10 | 2 | 10 | 3.1 | 13 | -2 | -14 | 0
> CCc1ccccc1N1C(=O)NC(=O)/C(=C\c2cc(C)n(C)c2C)C1=O
 : -5 | 8 | 6 | 3 | -4 | 7 | -1.1 | -1 | -3 | 1 | 5
> O=C1CC(C(=O)N2CCC3(CC2)OCCO3)CN1CCc1ccccc1 (stereo not drawn)
 : -7 | 16 | 9 | -6 | 6 | 18 | 2.2 | -2 | 4 | -22 | 10
> O=C(CN1CCCCC1)c1cccc(Br)c1
 : -5 | 3 | -6 | 12 | -3 | 11 | -0.2 | 2 | -26 | -4 | -5
> COC(=O)C(C)NC(=S)N1CC2C[C@@H](C1)Cn1c2cccc1=O (stereo partly drawn)
 : -4 | 17 | 12 | 6 | 12 | -1 | -0.2 | -3 | 14 | -25 | 14
> COc1ccc(CNCCc2ccccc2F)c(OC)c1C
 : -4 | -14 | 5 | -2 | 5 | 3 | -0.2 | -4 | 16 | -33 | 0
> CCCOc1ccccc1NP(=O)(Oc1ccccc1)Oc1ccccc1
 : -6 | 8 | 5 | -7 | -3 | 20 | -0.1 | -4 | 4 | 7 | 1
> CCOC(=O)C1C(=O)NC2(C)CC1c1cc(OC)ccc1O2 (stereo not drawn)
 : . | 16 | 2 | -2 | 12 | 4 | 0.5 | 3 | 89* | -20 | -9
> COc1ccc(/C=C/C(=O)NC(=S)N2C[C@H]3C[C@H](C2)c2cccc(=O)n2C3)cc1
 : . | -4 | . | 1 | 4 | -20 | 1.1 | -1 | -29 | 4 | .
> Cc1ccnc(-n2c(C)cc(C=C3C(=O)N(C)C(=S)N(C)C3=O)c2C)c1
 : -4 | 3 | 6 | 3 | 1 | -2 | -0.8 | 7 | -6 | 2 | -8
> O=c1[nH]c(=S)n(-c2cccc(Cl)c2)c(O)c1C=NCCN1CCNCC1
 : -4 | 12 | 0 | -6 | -3 | 11 | -0.4 | -1 | -79 | -6 | -1
> COc1ccc(CC(=O)N2C[C@H]3C[C@@H](C2)c2cccc(=O)n2C3)cc1
 : . | 1 | 6 | 3 | -2 | 2 | -2.9 | -3 | -2 | -1 | .
> O=C1C2CCCN2C(c2cccnc2)N1c1nccs1 (stereo not drawn)
 : -5 | 5 | -4 | 5 | -3 | 9 | -3.2 | -2 | 8 | 7 | -3
> CN(C)C(=O)Oc1ccnc2cc(Cl)ccc12
 : -2 | 13 | 9 | -4 | -5 | 17 | 0.4 | -4 | -17 | 1 | -9
> CCCCCCN1CCN(c2ccc(Cl)cc2)CC1
 : -6 | 10 | -2 | 0 | -9 | -2 | 0.5 | 3 | -8 | -2 | -1
> O=c1[nH]c(=S)n(C2CC2)c(O)c1C=Nc1ccc2c(c1)OCO2
 : -2 | -8 | 3 | 3 | 1 | -9 | -0.8 | -2 | -73 | -17 | 0

Exported with tabs: entries from further up.
SMILES	CaV13 FRET inh	Peg3 promoter	MITF TRPM1 inh	H9c2 protect	m5-HT2A agonist	HIF-2a inh	iPSC survival up	NR2E3 ag-1	Shn3 inh set2	NR2E3 ag-2	PDI inh
Nc1ccc(CCN2CCN(c3cccc(C(F)(F)F)c3)CC2)cc1	-5	-23	2	-12	-4	-63	-2.0	2	1	-26	2
Cc1cc(C(=O)NP(=O)(N2CCOCC2)N2CCOCC2)c(C)n1C1CC1	1	13	7	-2	7	11	0.2	4	-9	-4	-12
COc1ccc(F)cc1C(=O)C1CCCN(Cc2ccc(O)cc2)C1 (stereo not drawn)	-2	0	14	7	8	23	-0.7	3	17	-6	0
